High-throughput results (PubChem BioAssay)
EphB4 antag = antagonists of human EphB4-ephrin-B2 interaction. P54760. EphB4 LBD / TNYL-RAW-Alexa532 peptide, fluorescence polarization. inhibition, % at 7 µM. 0.15% of 97,000 active. AID 720;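 active means inhibition above the screen-wide mean inhibition plus 3 SD, cut at about 15% in these data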;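 further: 0% = DMSO wells and 100% = excess unlabeled TNYL-RAW peptide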
S1P2 blocker = blocks the human S1P2 receptor; cell-based S1P2 antagonist assay, inhibition at 5 uM; inhibition, % at 5 µM; 0.21% of 97,000 active; in the data active means inhibition above about 45%;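 further: CRE beta-lactamase reporter cells expressing human S1P2 stimulated with S1P; 0% = agonist at EC80 alone and 100% = agonist plus reference antagonist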
Target sequence (O95136 whole entry, looked up): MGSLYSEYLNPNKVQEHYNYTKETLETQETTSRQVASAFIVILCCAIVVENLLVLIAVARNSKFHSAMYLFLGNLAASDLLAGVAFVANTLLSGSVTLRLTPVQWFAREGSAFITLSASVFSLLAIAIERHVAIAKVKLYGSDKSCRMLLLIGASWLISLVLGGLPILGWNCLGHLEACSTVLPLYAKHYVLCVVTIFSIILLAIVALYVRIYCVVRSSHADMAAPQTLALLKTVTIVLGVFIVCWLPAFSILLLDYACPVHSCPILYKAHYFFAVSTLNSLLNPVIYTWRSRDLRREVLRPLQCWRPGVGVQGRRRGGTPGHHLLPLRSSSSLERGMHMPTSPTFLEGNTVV
PLK1 PBD inh = blocks phosphopeptide binding to human Plk1 polo box domain | P53350 | inhibition, %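 (tested at about 20 µM)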 | AID 693 | 0.13% of 97,000 active | Plk1 PBD phosphopeptide binding, fluorescence polarization; in the data active means inhibition above about 34%, passing the limit was not always enough
MT1-MMP txn act = activates MT1-MMP transcription | HT1080 MT1-MMP promoter luciferase reporter, luminescence, overnight; hits give high values | activation factor at 10 µM | 0.16% of 86,000 active;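 active means activation factor of at least 2 for MT1-MMP transcription at 10 µM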
S1P2 agonist = activates the human S1P2 receptor | 0.46% of 97,000 active | AID 729 | S1P2-expressing cell line, agonist reporter read-out | activation, % at 4.5 µM; in the data active means activation above about 16%;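 further: 0% = vehicle low control and 100% = maximal reference agonist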
PLK1 inh = PLK1 (human) kinase inhibition; 0.53% of 97,000 active; AID 619; P53350; recombinant PLK1 kinase, TR-FRET peptide phosphorylation; inhibition, % at 10 µM;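 active means inhibition of 50% or more in the single-concentration screen; inactive means inhibition below 50%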;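 further: 0% = DMSO max control and 100% = H-89 dihydrochloride min control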
PLAP act = activates human placental alkaline phosphatase. purified PLAP enzyme, luminescent substrate read-out; hits give high values. activation fold at 20 µM. 1.2% of 96,000 active; in the data active means activation fold above about 2
Target sequence (P05187 whole entry, looked up): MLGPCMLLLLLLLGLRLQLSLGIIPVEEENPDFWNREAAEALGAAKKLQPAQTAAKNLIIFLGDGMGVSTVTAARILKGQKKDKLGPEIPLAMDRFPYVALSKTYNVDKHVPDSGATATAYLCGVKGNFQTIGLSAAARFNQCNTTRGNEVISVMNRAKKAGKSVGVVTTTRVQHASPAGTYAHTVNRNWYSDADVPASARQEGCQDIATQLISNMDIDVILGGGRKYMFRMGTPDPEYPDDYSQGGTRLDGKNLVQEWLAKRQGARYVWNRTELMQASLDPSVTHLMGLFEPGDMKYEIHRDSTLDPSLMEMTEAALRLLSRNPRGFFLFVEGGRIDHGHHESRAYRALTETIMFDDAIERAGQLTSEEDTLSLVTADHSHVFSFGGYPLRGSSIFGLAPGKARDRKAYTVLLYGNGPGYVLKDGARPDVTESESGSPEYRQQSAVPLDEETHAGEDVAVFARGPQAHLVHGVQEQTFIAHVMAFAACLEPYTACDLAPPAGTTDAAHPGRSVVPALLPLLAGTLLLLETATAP
FAK inh = blocks human focal adhesion kinase activity. Q05397. biochemical FAK kinase activity assay. inhibition, %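 (tested at 7 µM)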. 0.84% of 97,000 active. AID 727; in the data active means inhibition above about 19%;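 further: 0% = DMSO and 100% = reference compound high control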
HIV Rev-RRE inh = disrupts HIV-1 Rev binding to RRE RNA | P05866 | Rev peptide-RRE RNA binding, FRET | AID 704 | 0.79% of 97,000 active | inhibition, % at 8 µM;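 active means inhibition above the screen-wide mean plus 3 SD, cut at about 35% in these data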;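 further: 0% = median DMSO wells and 100% = median Neomycin B control wells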
Target sequence (P05866 whole entry, looked up): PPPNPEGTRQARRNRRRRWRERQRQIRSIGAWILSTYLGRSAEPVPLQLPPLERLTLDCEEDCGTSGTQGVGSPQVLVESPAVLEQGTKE
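Test system: labelled RRE RNA duplex and labelled Rev peptide. Times: 5 min compound–RNA preincubation, then 15 min with peptide, 25 °C. Doses: single-dose 8 µM. Measured by: FRET, excitation 480 nm, emission 540 nm donor and 671 nm acceptor. Measure: % inhibition of FRET ratio versus controls.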
An asterisk follows results filed as active; nt = not tested or not shown.

SMILES | EphB4 antag | S1P2 blocker | PLK1 PBD inh | MT1-MMP txn act | S1P2 agonist | PLK1 inh | PLAP act | FAK inh | HIV Rev-RRE inh
CN(C)S(=O)(=O)N1CCN(c2ccccc2Cl)CC1 | -1 | -7 | 14 | 1.1 | 0 | 1 | 1.1 | 0 | -3
COC(=O)c1[nH]c2cc(OC)ccc2c1N | 5 | 16 | -20 | 1.1 | -6 | -11 | 1 | 0 | 8
O=C(Cc1csc(Nc2nc(=S)[nH]c3ccccc23)n1)NCc1cccc(Cl)c1 | 5 | 13 | 8 | nt | 4 | -10 | 1 | 0 | 9
COc1ccc(C(=O)OCC(=O)Nc2ccc(F)cc2F)cc1OC | -5 | 8 | -3 | 1 | -11 | -7 | 0.9 | -3 | -6
CCC(=O)N1c2ccccc2NC2=C(C(=O)CCC2)C1c1ccccc1 (stereo unspecified) | 1 | -10 | 3 | 1.2 | -2 | -9 | 1.4 | 0 | 3
CCOC(=O)C1CCCN(CC(=O)Nc2c(C(=O)OC)[nH]c3ccc(Cl)cc23)C1 (stereo unspecified) | -2 | 2 | 3 | 1.1 | -8 | -2 | 1.6 | -3 | 10
COc1ccccc1NC(=O)CN1CCN(S(=O)(=O)c2ccc(Br)cc2)CC1 | -4 | -1 | -17 | 1.1 | -8 | 9 | 1 | 0 | -4
CC(=O)Oc1cccc(N2C(=O)c3ccc(C(=O)O)cc3C2=O)c1 | 3 | -8 | 26 | 1.1 | 0 | -6 | 1 | -9 | 3
CN1CCN(CC#CCn2c3ccccc3c3ccccc32)CC1 | 6 | 24 | 12 | 1.3 | 0 | -4 | 1.4 | 7 | 2
O=C(CN(C(=O)CCC(=O)Nc1nccs1)c1ccccc1F)NCC1CCCO1 (stereo unspecified) | -2 | 1 | -22 | 1.2 | -5 | -7 | 1.5 | -2 | 3
Cc1cc(C)c2cc(C(c3nnnn3CC3CCCO3)N3CCN4CCCC4C3)c(=O)[nH]c2c1 (stereo unspecified) | 4 | 7 | -7 | 1.1 | -3 | -13 | 1.3 | 2 | 1
CCC(C)[C@@H](C(=O)NCC1CCC(C(=O)O)CC1)n1nnc2ccccc2c1=O (stereo partly specified) | 2 | -4 | 19 | 1.1 | -1 | 13 | 1.1 | 0 | 15
COc1cccc(-c2nc(CS(=O)CC(=O)NC3CCCC3)c(C)o2)c1 (stereo unspecified) | 0 | -4 | 15 | 1.1 | -1 | 66* | 1.6 | 3 | 1
Cc1cc(NC(c2cccnc2)c2ccc3cccnc3c2O)no1 (stereo unspecified) | 5 | -4 | 11 | 0.6 | -5 | -7 | 2.4* | 0 | 4
O=C(Nc1cccnc1)c1cc(-c2ccc3c(c2)OCO3)on1 | -9 | -7 | -10 | 1.4 | -6 | 1 | 1.1 | 1 | -1
CC(C)Oc1ccc(NC(=O)CCC(=O)O)cc1 | -2 | -6 | 18 | 1.2 | -3 | -1 | 1.2 | 0 | 4
CCCCN(C)c1nc(-c2ccco2)c2c(c1C#N)CC(C)(C)OC2 | 1 | -18 | 0 | 1 | 2 | -18 | 1.6 | 5 | 14
CCn1c(COc2ccc3c(c2)OCO3)nnc1SCC(=O)c1ccc(Cl)cc1 | 5 | -13 | 5 | 1 | -3 | 0 | 0.8 | 1 | 8
O=C(c1ccc(F)cc1)C(CN1CCOCC1)c1ccccc1 (stereo unspecified) | 1 | 28 | -9 | 0.2 | -13 | 1 | 1 | -3 | 0
Nc1nnc(Cc2c[nH]c3ccccc23)s1 | 12 | 16 | -17 | 1.3 | 1 | -5 | 1.4 | 1 | 22
CCN=C(Nc1cccc(F)c1)SC1CC(=O)N(c2ccc(OC)cc2)C1=O (stereo unspecified) | 4 | 16 | 19 | 1.1 | -4 | 1 | 0.9 | -6 | 5
O=C(CNC(=O)C1CCCCC1)NC1=NCCS1 | 5 | 9 | 12 | 1.1 | 0 | -5 | 1.2 | -2 | 6
Cc1ccc(CNC(=O)c2cc3c(=O)n(C)c4ccccc4c3n2C)o1 | -3 | -17 | 1 | 1 | -2 | -9 | 0.8 | 6 | -2
Cc1cccc(C(=O)NC(=S)Nc2ccc(S(=O)(=O)N3CCN(C)CC3)cc2)c1 | 0 | 3 | 8 | nt | -9 | -5 | 1.4 | 1 | 0
COc1ccc(Cn2cnc3c(NS(C)(=O)=O)c(C)c(C)cc32)cc1 | -16 | 9 | 5 | nt | -2 | -5 | 1.3 | 0 | 3
CCOC(=O)CSc1nc2ccc(N3CCOCC3)cc2c(=O)n1Cc1ccccc1 | -2 | -2 | -9 | nt | -5 | -10 | 1.5 | 7 | -2
CCOc1ccc(NC(=O)CSc2nc3cccnc3n2CC)cc1 | 9 | -11 | -15 | 1.1 | -3 | -10 | 0.8 | 1 | 10
CC(=O)Nc1cccc2c1OCCO2 | -3 | -6 | 8 | 1.1 | -11 | -8 | 1 | -1 | 1
COc1ccccc1/C=C1\SC(=O)N(CCC(=O)NNC(=O)c2ccccc2Cl)C1=O | 0 | -27 | 10 | nt | -1 | -8 | 0.8 | 1 | 4
CN(Cc1ccccc1)c1oc(-c2ccco2)nc1C#N | 10 | -12 | 2 | 1.1 | -4 | -4 | 0.9 | -5 | 4
CCn1c(NC(=O)C2CCCCC2)nc2ccccc21 | 4 | 17 | 4 | 1 | -3 | -12 | nt | -1 | 6
COC(=O)c1ccc(COc2ccccc2/C=N/NS(=O)(=O)c2ccc(C)cc2)cc1 | 0 | 24 | 23 | nt | -3 | -6 | 1.1 | -4 | -2
Cc1ccnc(NC(=O)c2cccc(NS(=O)(=O)c3ccccc3C)c2)c1 | 1 | 11 | 6 | nt | -3 | -4 | 1.4 | 1 | 6
O=C(NC(=O)N1CCN(c2ccc(F)cc2)CC1)c1ccccc1 | 6 | 8 | -2 | 1.2 | -8 | 1 | 1.2 | 0 | 2
Cn1c(SCC(=O)NCCNC(=O)CSc2nnc(C(F)(F)F)n2C)nnc1C(F)(F)F | 2 | -34 | 6 | 1.1 | -1 | -47 | 0.8 | 2 | 5
COc1ccc(NC(=O)C2CCCN2S(=O)(=O)c2cccc3cccnc23)c(OC)c1 (stereo unspecified) | -2 | 7 | 27 | nt | -5 | -28 | 1.4 | 7 | 1
Cc1[nH]c2ccc(-c3nnc(SCC(=O)N4CCCc5ccccc54)o3)cc2c1C | 5 | 25 | -3 | 1 | -2 | -38 | 1 | 4 | 3
CCOc1ccc(-n2c(SCC(=O)Nc3ccc(OC)cc3)nc3c(c2=O)SCC3)cc1 | 0 | -6 | -9 | 1.1 | -7 | -9 | 1 | 0 | 2
COc1ccc(NC(C)c2cc(Cl)ccc2O)cc1 (stereo unspecified) | -2 | -9 | -2 | 1.2 | -6 | -22 | 1.2 | 0 | 0
O=C(Cn1nnc2ccccc21)C1CC1 | -4 | 25 | -5 | 1.2 | -1 | -16 | 1 | 3 | 12
Cc1ccccc1-c1nnc(SCC(=O)NC2CCCCC2)o1 | -4 | 3 | -16 | 1 | -4 | -6 | nt | 0 | 9
COCCSc1nnc(NC(=O)Cc2cccs2)s1 | 1 | -3 | -6 | 1.1 | -3 | 32 | nt | -2 | 9
O=C(CN1CCC(c2nc3ccccc3[nH]2)CC1)Nc1ccc2c(c1)OCO2 | 4 | 16 | -29 | 1 | -7 | -6 | 1.3 | 5 | 5
Cc1c(C(=O)Nc2cccc(C(F)(F)F)c2)oc2ccc(S(=O)(=O)N3CCOCC3)cc12 | 0 | 28 | 5 | 1 | -10 | -11 | 1 | -1 | -1
CC1CC(N(C(=O)c2ccc(Cl)cc2)c2ccccc2)c2ccccc2N1C(=O)c1ccco1 (stereo unspecified) | -1 | 4 | -27 | 1 | -4 | -5 | 1.6 | 7 | 0
O=C(O)c1ccc(COc2c(F)c(F)cc(F)c2F)cc1 | 2 | 1 | -4 | 1.1 | -5 | -3 | 1.1 | 2 | 5
COc1ccccc1N1C(=O)CC(Sc2nccc(C)n2)C1=O (stereo unspecified) | -3 | 15 | -1 | 1 | -8 | -2 | 1.1 | -9 | -1
COC(=O)C1=NN(C(=O)c2ccccc2)C(C)(O)C1 (stereo unspecified) | -8 | -18 | -30 | 1.3 | -4 | -1 | 1.4 | 2 | -1
COc1ccccc1NS(=O)(=O)N(C)C | -9 | 21 | -14 | nt | -1 | -7 | 0.8 | 0 | 8
CC(C)c1nc2sc3c(c2c(=O)o1)CCCC3 | 2 | 20 | -11 | 1.2 | -8 | -15 | 1.3 | 4 | 6
CC(C#CCN1CCCCC1)OCCOCc1ccccc1 (stereo unspecified) | -3 | -22 | 23 | nt | -6 | -8 | 1.2 | -1 | -6
C=CCn1c(N)c(C(=O)NCc2cccnc2)sc1=S | 1 | -12 | -6 | nt | -3 | -28 | 0.9 | 0 | 2
O=C(CN1CCN(Cc2ccccc2Cl)C1=O)N1CCCCCC1 | -2 | -20 | 21 | nt | -12 | -41 | 1.2 | -1 | 2
O=C(NCc1cccs1)C1CCCN1C(=O)NC1CCCCC1 (stereo unspecified) | 3 | -2 | -16 | 1 | -8 | -1 | 0.7 | -3 | 7
CCc1ccc(CNC(=O)C2CC(=O)N(CCc3ccc(C)cc3)C2)cc1 (stereo unspecified) | -1 | -6 | 3 | nt | -9 | -4 | 1.5 | -1 | 3
CCOc1ccc(NC2C=CS(=O)(=O)C2)cc1 (stereo unspecified) | 0 | 7 | 1 | 1.1 | -4 | -8 | nt | 0 | 8
C=CCNC(=O)c1nn2cccnc2c1Cl | -1 | -7 | 3 | 1.1 | -1 | 130* | 0.8 | -7 | 11
CC(C)C(NS(=O)(=O)c1cccs1)C(=O)Nc1nc(C(C)(C)C)cs1 (stereo unspecified) | -3 | 4 | -19 | nt | -6 | -15 | 1.5 | -2 | 8
COC(=O)c1ccc(NC(=O)CSCc2ccccc2)cc1 | -4 | -4 | 0 | 1.4 | -3 | 1 | 0.7 | -1 | 4
Cn1c(C(=O)N2CCN(C(=O)c3ccco3)CC2)cc2c(=O)n3ccccc3nc21 | 5 | -20 | 17 | 1.1 | 8 | -23 | 1.8 | 5 | 9

A run of entries from the list above, for reference:
SMILES | EphB4 antag | S1P2 blocker | PLK1 PBD inh | MT1-MMP txn act | S1P2 agonist | PLK1 inh | PLAP act | FAK inh | HIV Rev-RRE inh
O=C(O)c1ccc(COc2c(F)c(F)cc(F)c2F)cc1 | 2 | 1 | -4 | 1.1 | -5 | -3 | 1.1 | 2 | 5
COc1ccccc1N1C(=O)CC(Sc2nccc(C)n2)C1=O (stereo unspecified) | -3 | 15 | -1 | 1 | -8 | -2 | 1.1 | -9 | -1

As entered above:
COC(=O)C1=NN(C(=O)c2ccccc2)C(C)(O)C1 (stereo unspecified) @ FAK inh = 2
COc1ccc(Cn2cnc3c(NS(C)(=O)=O)c(C)c(C)cc32)cc1 @ S1P2 agonist = -2
COc1ccc(C(=O)OCC(=O)Nc2ccc(F)cc2F)cc1OC @ S1P2 blocker = 8
O=C(c1ccc(F)cc1)C(CN1CCOCC1)c1ccccc1 (stereo unspecified) @ FAK inh = -3
CCn1c(NC(=O)C2CCCCC2)nc2ccccc21 @ FAK inh = -1
CC1CC(N(C(=O)c2ccc(Cl)cc2)c2ccccc2)c2ccccc2N1C(=O)c1ccco1 (stereo unspecified) @ MT1-MMP txn act = 1

Continuation:
SMILES | EphB4 antag | S1P2 blocker | PLK1 PBD inh | MT1-MMP txn act | S1P2 agonist | PLK1 inh | PLAP act | FAK inh | HIV Rev-RRE inh
COc1cccc(NC(=O)Cn2cc3c(n2)CCCCC3)c1 | 2 | -4 | -2 | 1.1 | -3 | -6 | 1.1 | 4 | 7
O=C(Cc1cccs1)Nc1ccc(C(=O)O)cc1 | -2 | 13 | -2 | 1.9 | -2 | -3 | 1.1 | 3 | 8
CCN(CC)S(=O)(=O)c1cccc(-c2cn3cc(C)ccc3n2)c1 | 0 | -14 | 14 | 1.8 | -4 | -11 | 1.5 | 10 | 10
C=CCn1c(=O)[nH]c2cc(C(=O)N3CCN(c4cc(C)ccc4C)CC3)ccc2c1=O | 3 | -19 | -25 | nt | -7 | -13 | 1.2 | 2 | 2
